PREPL inhibitor: PREPL enzyme inhibitors, primary screen, biochemical, fluorescence polarization. recombinant PREPL, fluorescence polarization activity-based probe. AID 2751, 2010. inhibition, % at 5.96 µM. Prolyl endopeptidase-like (Homo sapiens), Q4J6C6. 0.68% of 320,000 active; in the data active = inhibition above about 43%;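 also: 0% = enzyme with DMSO and 100% = wells lacking enzyme; many of its hits are not listed in these tables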
LYPLA2 inh: LYPLA2 inhibitors, primary screen, counter-screen for PME1 inhibitor project, biochemical, fluorescence polarization, FP-Rh probe ABPP; recombinant LYPLA2; inhibition, % at 5.9 µM; 0.38% of 320,000 active;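 active = inhibition above the screen-wide mean plus 3 SD, limit set per campaign, cut at about 26% in these data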;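 also: 0% = LYPLA2 with DMSO and 100% = wells lacking LYPLA2 enzyme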
Target sequence (O95372 whole entry, looked up): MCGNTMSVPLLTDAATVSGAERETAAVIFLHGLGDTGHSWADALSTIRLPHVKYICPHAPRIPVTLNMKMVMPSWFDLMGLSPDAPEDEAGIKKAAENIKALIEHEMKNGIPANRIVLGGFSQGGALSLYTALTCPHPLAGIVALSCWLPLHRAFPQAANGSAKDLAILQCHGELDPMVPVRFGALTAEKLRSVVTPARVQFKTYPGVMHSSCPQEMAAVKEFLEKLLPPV
GSTO1 inh: inhibitors of recombinant GSTO1, primary screen, counter-screen for RBBP9 inhibitor project, biochemical, fluorescence polarization. activity-based probe fluorescence polarization. inhibition, % at 5.96 µM. 1.1% of 300,000 active. AID 1974, 2009. Glutathione S-transferase omega-1 (Homo sapiens), P78417;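 active = inhibition above the campaign mean inhibition plus 3 SD, cut at about 35% in these data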;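 also: 0% = GSTO1-1 with DMSO and 100% = wells lacking GSTO1-1 enzyme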
PAFAH1B3 inh: PAFAH1B3 enzyme inhibitors, primary screen, biochemical, fluorescence polarization, human. 0.28% of 340,000 active. recombinant PAFAH1B3, FP-rhodamine probe. Platelet-activating factor acetylhydrolase IB subunit alpha1 (Homo sapiens), Q15102. AID 492972, 2010. inhibition, % at 3.39 µM;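 active = inhibition above the screen-wide average of all tested compounds plus 3 SD, cut at about 25% in these data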;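 also: 0% = enzyme with DMSO only and 100% = wells lacking PAFAH1B3 protein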
PAD4 FP inh: human PAD4 inhibitors, primary screen, biochemical, fluorescence polarization, 1536-well format | Protein-arginine deiminase type-4 (Homo sapiens), Q9UM07 | inhibition, % at 6.36 µM | 0.41% of 330,000 active | AID 485272, 2010 | recombinant PAD4, RCA probe fluorescence polarization;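 active = percent inhibition above a cutoff equal to the mean of all tested compounds plus 3 SD, cut at about 15% in these data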;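 also: 0% = PAD4 with RCA probe and DMSO and 100% = probe without PAD4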
PAFAH2 FP inh: PAFAH2 enzyme inhibitors, primary screen, biochemical, fluorescence polarization, human; Platelet-activating factor acetylhydrolase 2, cytoplasmic (Homo sapiens), Q99487; recombinant PAFAH2, FP-rhodamine activity probe; inhibition, % at 3.39 µM; 0.99% of 340,000 active; AID 492956, 2010;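 active = inhibition above the mean over all tested compounds plus 3 SD, cut at about 30% in these data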;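 also: inhibitors block probe labeling of enzyme so polarization drops; 0% = enzyme with DMSO and 100% = wells lacking PAFAH2 protein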
PAFAH1B2 inh: PAFAH1B2 enzyme inhibitors, primary screen, biochemical, fluorescence polarization, human. recombinant PAFAH1B2, FP-rhodamine activity probe. inhibition, % at 3.39 µM. 1.2% of 340,000 active;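 active = inhibition above the mean of all tested compounds plus 3 SD, cut at about 24% in these data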;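 also: 0% = enzyme with DMSO and 100% = wells lacking PAFAH1B2; many of its hits are not listed in these tables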
pPAFAH inh: pPAFAH enzyme inhibitors, primary screen, biochemical, fluorescence polarization, human; Platelet-activating factor acetylhydrolase (Homo sapiens), Q13093; recombinant pPAFAH, FP-rhodamine probe fluorescence polarization; inhibition, % at 3.39 µM; 1.5% of 330,000 active; AID 463082, 2010;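 active = inhibition above the mean inhibition across the screen plus 3 SD, cut at about 25% in these data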;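 also: inhibitors block binding of the rhodamine activity-based probe so polarization drops; 0% = enzyme with DMSO and 100% = wells lacking pPAFAH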
Target sequence (Q13093 whole entry, looked up): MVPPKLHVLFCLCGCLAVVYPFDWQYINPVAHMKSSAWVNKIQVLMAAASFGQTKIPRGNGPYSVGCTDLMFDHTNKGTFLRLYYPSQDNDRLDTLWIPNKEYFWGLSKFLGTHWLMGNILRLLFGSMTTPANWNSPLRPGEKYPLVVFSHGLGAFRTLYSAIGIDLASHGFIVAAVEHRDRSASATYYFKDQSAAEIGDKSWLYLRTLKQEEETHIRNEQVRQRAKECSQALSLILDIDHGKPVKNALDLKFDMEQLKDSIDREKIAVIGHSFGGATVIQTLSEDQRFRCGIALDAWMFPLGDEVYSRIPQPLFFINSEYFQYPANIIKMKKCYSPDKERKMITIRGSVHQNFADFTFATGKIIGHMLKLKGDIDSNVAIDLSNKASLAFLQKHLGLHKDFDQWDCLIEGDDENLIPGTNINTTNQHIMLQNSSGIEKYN
LYPLA1 counter: LYPLA1 inhibitors, primary screen, counter-screen for PME1 inhibitor project, biochemical, fluorescence polarization, FP-Rh probe ABPP | Acyl-protein thioesterase 1 (Homo sapiens), O75608 | recombinant LYPLA1 | inhibition, % at 5.9 µM | 0.16% of 320,000 active | AID 2174, 2009;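 active = inhibition above the mean of all tested compounds plus 3 SD, set per campaign, cut at about 14% in these data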;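 also: inhibitors block serine hydrolase probe labeling of LYPLA1 so polarization falls; 0% = enzyme with DMSO and 100% = wells lacking LYPLA1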
Target sequence (O75608 whole entry, looked up): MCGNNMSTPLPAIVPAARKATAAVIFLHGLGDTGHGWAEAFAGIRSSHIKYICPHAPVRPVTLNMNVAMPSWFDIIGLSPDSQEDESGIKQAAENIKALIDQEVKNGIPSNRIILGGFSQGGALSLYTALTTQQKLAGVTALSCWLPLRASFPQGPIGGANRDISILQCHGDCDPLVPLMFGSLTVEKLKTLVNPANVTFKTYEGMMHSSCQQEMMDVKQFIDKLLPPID
An asterisk follows results filed as active; . = no result given; & = joins results of further samples.

SMILES	PREPL inhibitor	LYPLA2 inh	GSTO1 inh	PAFAH1B3 inh	PAD4 FP inh	PAFAH2 FP inh	PAFAH1B2 inh	pPAFAH inh	LYPLA1 counter
O=C(COC(=O)c1cccnc1Nc1ccccc1F)NCCN1C(=O)CSC1=O	15	6	1	1	1	0	-4	4	4
Cc1ccc(C(=O)/C=C\C(=O)c2ccc(C)cc2)cc1	5	-4	0	2	4	-3	-3	0	-4
Cn1c(SCC(=O)NCC2CCCO2)nnc1-c1ccc(Cl)cc1 (centres undefined)	10	-2	.	-4	-1	-1	4	-2	2
COc1nc(NC23CC4CC(CC(C4)C2)C3)nc(OC)n1	4	0	6	1	-3	2	5	4	1
O=C(Cc1ccccc1F)OCN1C(=O)c2ccccc2C1=O	10	0	30	3	-2	-2	5	-1	-7
O=C(c1ccccc1)N1CCn2c(nc3ccccc32)C1	12	10	5	3	-2	-3	0	3	3
CCOP(=O)(OCC)C(NC(=O)c1cccs1)C(F)(F)F (centres undefined)	-4	-7	3	1	-1	-5	-3	0	-1
N#Cc1nc(COc2ccccc2Cl)oc1NCc1ccc(F)cc1	11	-24	21	1	-9	-11	14	0	-11
O=C(c1csc(Nc2ccccc2Cl)n1)N1CCCC1	0	-4	1	6	2	27	6	3	-3
Cc1ccc(S(=O)(=O)Nc2cccc(C(=O)N3CCC(C(N)=O)CC3)c2)cc1	-6	12	.	3	4	9	-1	2	0
COc1ccccc1NC(=O)c1sc2nc(N3CCOCC3)c3c(c2c1N)CCCC3	8	3	3	3	-4	5	2	8	1
CCOc1ccccc1Nc1cc(C)nc2nc(C)nn12	-5	-1	2	2	-6	-8	0	-2	3
CCOc1ccc(S(=O)(=O)Nc2ccc(C(=O)NCC3CCCO3)cc2)cc1 (centres undefined)	0	-2	0	-3	-1	-2	0	2	1
O=C(C[n+]1ccccc1)Nc1ccccc1C(F)(F)F	4	1	-2	9	-2	-4	2	1	-2
COc1cccc(N2CCN(Cc3cccnc3)CC2)c1	1	-3	-6	2	-5	-1	2	-5	-2
CCc1nnc(NC(=O)c2cccnc2SC)s1	8	0	3	2	-2	0	1	-2	-3
Cn1c(=O)cc(OCCCC(=O)Nc2cccnc2)c2ccccc21	5	14	-1	3	0	-3	0	3	-2
Cc1nc(N2N=C3/C(=C/c4ccc(F)cc4)CCCC3C2c2ccc(F)cc2)sc1C(=O)N(C)C (centres undefined)	20	-3	3	2	8	2	0	17	2
Cn1c(=O)oc2cc(S(=O)(=O)NC3CCCc4ccccc43)ccc21 (centres undefined)	-4	3	9	3	0	1	0	2	0
Cc1cccc(OCCCN2CCOCC2)c1C	6	5	-1	3	5	9	-2	2	0
CC1CC(C)CN(C(=O)c2ccc(-c3ccc([N+](=O)[O-])cc3)o2)C1 (centres undefined)	13	-3	3	5	1	-1	8	7	-2
NS(=O)(=O)c1cccc(NC(=O)COC(=O)COc2ccc3ccccc3c2)c1	1	-7	2	-2	-1	-7	7	15	1
CC1CC(C)CN(C(=O)COC(=O)CN2C(=O)c3ccccc3C2=O)C1 (centres undefined)	8	.	.	8	-3	1	6	5	.
CCN(CC)C(=O)Cn1cc(S(=O)(=O)CC(=O)Nc2ccc(F)cc2F)c2ccccc21	-10	-6	4	-4	-4	-4	5	2	-5
O=C1NC(NS(=O)(=O)c2ccccc2)(C(F)(F)F)C(=O)N1CCc1ccccc1 (centres undefined)	1	0	7	2	3	-5	12	3	-2
Cc1cc(NC(=O)c2cccc(F)c2)ncc1NC(=O)c1ccco1	5	3	4	5	4	0	2	0	1
CCN(CC)C(=O)CC(c1ccc(F)cc1)c1ccco1 (centres undefined)	13	-9	-7	1	-5	-5	7	-5	-4
Cc1cccc(N2CCN(Cc3ccc([N+](=O)[O-])o3)CC2)c1C	0	6	2	1	0	-2	3	7	3
COc1ccc(S(=O)(=O)NCCSCc2ccco2)cc1C	-2	-2	4	5	0	12	7	5	-2
CNc1nc(CCN2C(=O)c3ccccc3C2=O)cs1	4	4	1	-2	0	0	0	8	-1
Cc1cccc(N2CCN(S(=O)(=O)c3ccc(Cl)nc3)CC2C)c1 (centres undefined)	-10	.	.	3	4	-6	1	1	.
CCCn1c(=NC(=O)c2c(-c3c(F)cccc3Cl)noc2C)c(C(=O)OCC)cc2c(=O)n3ccccc3nc21	7	5	-4	.	0	.	.	5	3
Cc1cccc(N2CCN(Cc3ccoc3)CC2)c1C	0	1	15	2	-5	-1	-5	5	-3
Cc1cc(C)cc(NC(=O)Nc2cccc(S(N)(=O)=O)c2)c1	0	-7	-15	.	3	.	.	-8	-8
C=CCn1c(SCC(=O)Nc2ccc(C(=O)O)cc2)nc2sc(C)c(C)c2c1=O	-5	-2	.	-1	1	7	-3	-1	-1
C=CCN=C(NC#N)SCC(=O)NCc1ccccc1	-5	0	17	-4	-9	-1	-3	5	0
COC(=O)CSc1nc2c(cnn2-c2ccc(Cl)cc2)c(=O)[nH]1	8	4	-10	1	-1	-1	24	2	-4
COc1cc(C(=O)NCCNC(=O)c2cc(OC)c(C)c(OC)c2)cc(OC)c1C	-1	-1	2	0	-2	0	3	0	1
CCOC(=O)Oc1c(OC)cc(C(=O)O[C@@H]2C[C@@H]3CN4CCc5c([nH]c6cc(OC)ccc56)[C@H]4C[C@@H]3[C@H](C(=O)OC)[C@H]2OC)cc1OC	21	-2	8	2	-2	8	-7	0	-5
CCC(Sc1nc2ncccc2[nH]1)C(=O)NC1CCC(C)CC1 (centres undefined)	-3	4	3	6	3	11	3	-2	-3
CS(=O)(=O)Nc1ccccc1Oc1ccccc1	-6	3	-2	0	-3	8	8	4	0
CC(C)Cn1c(=O)c2ccccc2n2c(CCC(=O)NCc3ccccn3)nnc12	4	0	4	4	1	2	1	-1	-1
C=CCn1c(CNC(=O)c2ccco2)nnc1SCC(=O)c1ccc(F)cc1	6	7	12	7	-2	1	4	4	5
CN(Cc1cccs1)C(=O)C1CCN(S(=O)(=O)c2ccccc2)CC1	4	4	.	-6	-7	5	4	1	1
Nc1ccc(Oc2ccc(Cl)cc2)cc1	19	15	1	5	5	5	1	16	2
Cc1cc(C)n(Cc2ccc(NC(=O)c3nn(C)cc3[N+](=O)[O-])cc2)n1	0	5	7	7	-4	-8	4	8	3
CN(/C=C/C(=C/C=[N+](C)c1ccccc1)OCCCS(=O)(=O)[O-])c1ccccc1	1	0	1	6	2	-2	2	5	0
CCCCOC(=O)Nc1sc2nc(C)cc(C)c2c1-n1cccc1	3	-3	1	-5	-3	-4	-3	-2	3
CCCCn1c(N)c(N(CC(C)C)C(=O)CN2C(=O)c3ccccc3C2=O)c(=O)[nH]c1=O	1	2	2	7	-5	-1	0	4	0
CN1CCCC1CCNS(=O)(=O)c1ccc(Br)cc1 (centres undefined)	-19	6	-1	3	5	1	9	8	0
COC(=O)c1ccc(Sc2ccccc2NS(=O)(=O)c2ccc(C)cc2)nc1	22	6	0	5	-8	-2	4	2	7
COc1ccc(/C=N/NC(=S)NCCc2ccccc2)cc1	6	-6	-1	0	-7	6	3	8	-8
COCCNc1nc2ccccc2n2cnnc12	4	0	4	4	1	1	-1	7	0
Cc1[nH]c(=O)[nH]c(=O)c1S(=O)(=O)N1CCN(c2ccccc2F)CC1	2	1	0	1	-1	1	5	2	2
O=C(CC1C(=O)NCCN1C(=O)Nc1ccccc1)Nc1cc(Cl)ccc1Cl (centres undefined)	4	-1	3	5	0	2	1	2	-1
Cc1cccnc1NC(=S)Nc1ccc(Br)cc1Cl	-1	-4	4	7	-3	2	3	1	-2
Cc1noc(C)c1S(=O)(=O)N1CCC(C(=O)N2CCN(C(=O)c3ccco3)CC2)CC1	0	0	1	7	-1	10	3	2	1
CCC1(c2ccccc2)NC(=O)N(CC(=O)c2ccc3c(c2)OCO3)C1=O (centres undefined)	-8	-1	2	3	-1	5	-6	3	-3
O=S(=O)(c1ccccc1)n1nc(-c2ccccc2)nc1NCc1ccco1	-14	-6	-13	2	1	-3	5	4	-3
CCN(CC)CCCNC(=O)C1CCN(C(=O)c2cc3sccc3n2Cc2ccc(F)cc2)CC1	24	-6	-1	9	0	4	6	3	0
The listing continues:
SMILES	PREPL inhibitor	LYPLA2 inh	GSTO1 inh	PAFAH1B3 inh	PAD4 FP inh	PAFAH2 FP inh	PAFAH1B2 inh	pPAFAH inh	LYPLA1 counter
O=C1NCC(O)=C1C=NC12CC3CC(CC(C3)C1)C2	6&-7	0&0	5&2	3&2	-2&-6	15&13	21&7	1&-1	0&0
O=C(Nc1ccccc1)C1=C[C@@H](c2csc3ccccc23)C[C@@H](OCc2ccc(CO)cc2)O1	0	-35	-7	-5	-1	-20	-6	0	-17
S=c1sc2c(N3CCOCC3)ncnc2n1-c1ccccc1	14	-1	-1	6	-4	6	4	-2	2
Cc1ccc(S(=O)(=O)c2c(C)cc(C)nc2Oc2cccc(C(F)(F)F)c2)cc1	-6	-5	-2	7	-5	1	-7	5	-4
CCOC(=O)CSc1nnc(NC(=O)C2CC(=O)N(c3ccc(F)cc3)C2)s1 (centres undefined)	-1	1	-2	5	-6	-2	-1	11	-6
CCCCOP(=O)(c1ccc(N(C)C)cc1)C(O)c1c(Cl)cccc1Cl (centres undefined)	8	6	-1	-20	-2	-10	-11	4	-4
COc1ccc(C)cc1S(=O)(=O)N(CC(=O)NC1CCCC1)c1ccc(F)cc1	0	7	1	4	-3	2	1	4	8
COc1ccccc1NC(=O)Nc1ccc2c(c1)OCCO2	2	-3	2	-10	-2	-3	3	1	-2
COc1cccc(CNC2CCCC2)c1	7	-4	5	3	-4	1	6	7	2
C/C(=N\NC(=O)c1cccs1)c1cccnc1	-4	-1	13	2	-1	-4	5	-2	-2
CC(C)C(=O)NCCc1nc2ccccc2n1C	-6	3	5	-5	-2	-3	2	-1	1
O=S(=O)(Nc1ncccn1)c1ccc(NC(=S)N2CCN(c3cccc(C(F)(F)F)c3)CC2)cc1	-16	11	1	6	-3	3	2	8	-4
CCOC(=O)C1(CCCc2ccccc2)CCN(C(=O)CCc2cnccn2)CC1	3	0	1	6	4	4	3	3	0
Cc1ccc(C)c(NC(=O)CCC(=O)OC(C(=O)c2ccccc2)c2ccccc2)c1 (centres undefined)	-9	5	-1	6	-1	-10	1	4	1

Entries shown so far that have a nitro group on carbon (3):
SMILES	PREPL inhibitor	LYPLA2 inh	GSTO1 inh	PAFAH1B3 inh	PAD4 FP inh	PAFAH2 FP inh	PAFAH1B2 inh	pPAFAH inh	LYPLA1 counter
CC1CC(C)CN(C(=O)c2ccc(-c3ccc([N+](=O)[O-])cc3)o2)C1 (centres undefined)	13	-3	3	5	1	-1	8	7	-2
Cc1cccc(N2CCN(Cc3ccc([N+](=O)[O-])o3)CC2)c1C	0	6	2	1	0	-2	3	7	3
Cc1cc(C)n(Cc2ccc(NC(=O)c3nn(C)cc3[N+](=O)[O-])cc2)n1	0	5	7	7	-4	-8	4	8	3

Screens as filed in PubChem BioAssay.

A portion of the library, so the mix of outcomes need not match the whole.
